# miR-122 sensor = miR-122 inhibition in Huh7 cells; Huh7 miR-122 Renilla luciferase sensor, 48 h; neutral wells = 0, positive control = 100; activation (reporter increase), % at 12.5 µM; 340,000 tested, 0.3% active; AID 602342;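 active = mean replicate activation score at least 90 and every replicate individually at or above 90; inconclusive = only one of the two criteria met; inactive = neither criterion met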;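 also: higher luciferase means less miR-122 activity so hits act as miR-122 inhibitors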
# Cneo AK release = Cryptococcus neoformans lysis via adenylate kinase release. C. neoformans lysis, adenylate kinase release luminescence, 4 h; normalised: neutral wells 0, clomiphene wells 100. lysis activity, % at 15 µM. 360,000 tested, 0.2% active;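 active = mean lysis activity across replicates of at least 80%, whatever share of replicates individually reach that level; inactive = mean lysis activity below 80%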
#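 Schedule: static 4 h at 37 °C with compound, 1 h detection; system: C. neoformans cells; benchmarks: Clomiphene as positive control; buffer or medium: fresh YPD medium; measure: luminescence rise reflecting yeast cell lysis; measured by: luminescent adenylate kinase detection reagent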
# FN deposit inh = fibronectin deposition inhibition | AH1F fibroblasts, Alexa488-fibronectin deposition fluorescence, overnight | inhibition, % at 12.6 µM | 350,000 tested, 0.086% active | AID 743247;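 active = mean inhibition across replicates of 30% or more, regardless of how many single replicates reach that level; inconclusive = mean under 30% yet at least half of replicates reach 30%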;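 also: positive control wells lacked labelled fibronectin entirely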
#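 Schedule: 1 h cell adhesion before compound, then overnight fibronectin incubation; test system: AH1F fibroblast monolayer depositing Alexa488-labelled fibronectin into matrix; quantity: 10000 AH1F cells per well; probe or stimulus: fluorescent fibronectin at 24 nM final; signal: fluorescence, ex 485 nm, em 525 nm; evaluation: percent inhibition as loss of matrix-bound fibronectin fluorescence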
# PglD inh = inhibitors of Campylobacter jejuni PglD acetyltransferase. purified PglD enzyme, DTNB colorimetric CoA detection. inhibition, % at 12.5 µM. 360,000 tested, 0.098% active; in the data active = inhibition above about 16%, passing the limit was not always enough; inconclusive = no clear call, values can overlap the other calls; also: strong numbers were not always called active
# C2C12 statin = protects C2C12 myotubes from simvastatin toxicity | ATP luminescence, 48 h; scaled: DMSO 0, geranylgeraniol control 100 | AID 602340 | 330,000 tested, 0.78% active | rescue of ATP level, % at 7.49 µM;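 active = mean ATP rescue above about 67%, or every replicate alone reaching that limit, limit read from the data, passing the limit was not always enough; inconclusive = no clear call, values can overlap the other calls; inactive = mean under the limit and some replicate under it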;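 also: myotubes were challenged with 10 µM simvastatin during compound exposure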
# GSIS activator = primary screen for activators of insulin secretion dependent on glucose, INS-1E cells, GLuc reporter luminescence; INS-1E GLuc reporter insulin secretion, 2-3 h; activation, % at 16.6 µM; 370,000 tested, 0.61% active; AID 743287;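 active = lowest replicate activation of at least 40%, so every replicate reaches that level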;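 also: 0% = median of neutral control wells and 100% = median of IBMX positive control wells; some compounds called inactive have numbers as strong as hits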
# CFTR F508del cor = correctors of CFTR F508del function in bronchial epithelial cells | 350,000 tested, 0.36% active | CFBE cells, YFP halide quenching; stimulated with forskolin plus potentiator P3; % fluorescence drop versus neutral controls | activity (quench increase), % at 7.58 µM;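 active = mean added fluorescence quench of at least 8% versus neutral control, with both replicates also reaching 8%; inconclusive = only one of the mean or replicate conditions met; inactive = mean below 8% and not both replicates reaching 8%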;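 also: cells transiently co-express mutant CFTR-F508del with the halide-sensitive YFP; corrector assay measuring rescue of mutant channel to the surface after 24 h compound exposure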
# PGC1a acetyl inh = PGC1a acetylation modulation, inhibitor mode; U2OS PGC1a acetylation, AlphaScreen anti-acetyl-lysine; with virally co-expressed GCN5 acetyltransferase; inhibition, % at 15.6 µM; 350,000 tested, 0.17% active;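 active = every replicate shows inhibition of at least 40%; inconclusive = mean inhibition at least 40% but some replicate below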;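 also: 0% = neutral control wells and 100% = positive control wells; some results beyond the cut were filed as inactive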
# * marks the source's active call; other numbers are inactive results; ? = inconclusive; nt = no result given; & = joins results of further samples; [ ] = remark or other dose.
# Order of results: miR-122 sensor	Cneo AK release	FN deposit inh	PglD inh	C2C12 statin	GSIS activator	CFTR F508del cor	PGC1a acetyl inh
Cc1ccccc1NC(=S)NC(=O)C1CCCCC1
→ -11	8	-9	-6	nt	7	0.2	4
C[C@@H]1CN([C@@H](C)CO)S(=O)(=O)c2ccc(-c3cccnc3)cc2O[C@H]1CN(C)C
→ 0[16.7 µM]	2	5	4	-5	3	0.1	13
COCCN(CCOC)Cc1cc(=O)oc2cc(C)c(Cl)cc12
→ -3	-4	-6	3	3	nt	-0.7	-7
CC1C(=O)N2CCCc3cc(S(=O)(=O)NCCc4ccccc4)cc1c32 (stereo not drawn)
→ 38	4	6	-1	8	12	1.6	-1
CCc1ccc(C(C)NC(=O)c2ccc(F)cc2)cc1 (stereo not drawn)
→ 0	-1	nt	1	16	nt	nt	2
COc1ccc(NS(=O)(=O)c2ccc3c(c2)NC(=O)CO3)cc1
→ nt	nt	-6	nt	nt	4	-0.8	-5
Cc1ccc(S(=O)(=O)NCc2ccc(C(=O)N3CCN(Cc4ccccc4)CC3)cc2)cc1
→ -12	nt	nt	nt	-8	-6	nt	-2
COc1ccccc1/C=C/C(=O)c1ccc(NC(C)=O)cc1
→ -2	-2	10	3	nt	-11	nt	6
COCC(=O)N1[C@H](CO)[C@@H](c2ccccc2)[C@H]1CN(C)C(=O)c1ccncc1
→ -33[16.7 µM]	3	-2	0	14	-3	2.4	3
O=C(C[C@H]1C[C@@H]2c3cc(NS(=O)(=O)c4ccccc4)ccc3O[C@@H]2[C@@H](CO)O1)NC1CCCCC1
→ 6[16.7 µM]	2	-22	1	7	-19	-0.2	1
CC(C)OCC1CO1 (stereo not drawn)
→ -1	-1	nt	-4	-2	-4	1.3	-7
Cc1ccccc1Nc1cc(C)c2c(O)cccc2n1
→ -1	-9	2	-3	-2	-5	-1.6	-1
O=C(CCc1ccccc1)NNC(=O)COc1ccccc1
→ 5	-2	-1	-1	31	23	nt	3
C/C=C/c1ccc(C2[C@H]3CNC[C@@H]2N3Cc2cc(OC)cc(OC)c2)cc1 (stereo partly drawn)
→ nt	nt	1&-4	nt	nt	28&12	-2.4&-0.9	-7&9
CCOC(=O)c1cc(NC(=O)c2ccc(OC)cc2)c(=O)oc1-c1ccccc1
→ -8	-1	nt	-3	3	nt	nt	-7
CCCOC1CCCN(Cc2cn(C)nc2-c2ccccc2F)C1 (stereo not drawn)
→ 2	0	nt	-3	-2	2	0.5	-3
C[C@H](CO)N1C[C@H](C)[C@H](CN(C)S(=O)(=O)c2cn(C)cn2)Oc2ccc(NC(=O)Nc3cccc4ccccc34)cc2C1=O
→ 1[16.7 µM]	74	nt	3	49	-2	2.9	-27
CN(c1ccccc1C(=O)N1CCN(Cc2ccc3c(c2)OCO3)CC1)S(C)(=O)=O
→ -3	nt	2	nt	nt	-1	4.5	-2
COc1ccccc1C(=O)NCCNc1ccc([N+](=O)[O-])cc1Cl
→ -3	0	1	-10	2	-3	-0.5	-1
Cn1c(=O)c2c(SCC(=O)N3CCCC3)nc(CC(C)(C)C)nc2n(C)c1=O
→ nt	8	-1	7	-1	31	0.0	nt
CCOCCCNC(=O)c1ccc(NC(=O)C2=CSCCO2)cc1
→ nt	-3	6	1	-17	10	-1.8	nt
COc1ccc(CN(C)C(=O)Cn2ccc(NC(=O)OCc3ccccc3)nc2=O)cc1OC
→ -2	0	-5	-3	-1	23	-3.5	11
C[C@@H]1CN([C@@H](C)CO)C(=O)c2cc(NC(=O)Cn3cnnn3)ccc2O[C@@H]1CN(C)Cc1ccncc1
→ 3[16.7 µM]	-1	nt	-16	-10	5	-0.7	-4
CC(C)CCNc1nc(-c2ccco2)c2c(c1C#N)CCCC2
→ -1	-3	nt	13	-4	8	nt	-5
CCn1cc(CN2CCN(Cc3ccc(C)o3)C(CCO)C2)c2ccccc21 (stereo not drawn)
→ nt	nt	-5	nt	nt	2	0.7	-4
COc1ccc(-c2cc(-c3ccccc3)no2)cc1
→ -2	0	-8	3	-8	36	3.8	-4
COc1cccc(-c2ccc3c(c2)O[C@H](CN(C)Cc2ccncc2)[C@H](C)CN([C@@H](C)CO)S3(=O)=O)c1
→ -14[16.7 µM]	0	-8	2	-10	22	4.2	-11
N#Cc1ccc(S(=O)(=O)N2CCC(C(=O)Nc3cccc(C(=O)NC4CC4)c3)CC2)cc1
→ 1	0	-4	-1	10	6	-0.2	-2
CCN(CC)S(=O)(=O)c1ccc(N2CCCC2)c(NC(=O)CSCc2c(C)noc2C)c1
→ 2	13	-7	0	0	0	-0.7	4
COc1cc(/C=N/Nc2nnc3c(n2)[nH]c2ccccc23)ccc1O
→ 3	6	-16	4	nt	nt	-0.1	0
CCC(CO)Oc1cc(NC(=O)Cc2ccccc2)c2ncn(C(C)C)c2c1 (stereo not drawn)
→ -2	3	-10	1	-2	3	-0.7	2
CN(C)c1ccc(/C=C(/C#N)C(=O)NCc2ccccc2)o1
→ -29	nt	-3	nt	-2	-8	nt	5
C[C@H](CO)N1C[C@H](C)[C@H](CN(C)C)Oc2cc(Br)ccc2S1(=O)=O
→ 21[16.7 µM]	-5	-10	1	9	28	1.4	12
C[C@@H]1CN([C@H](C)CO)C(=O)c2cc(NC(=O)c3ccncc3)ccc2O[C@@H]1CN(C)Cc1ccccc1
→ 16[16.7 µM]	-1	nt	-6	-12	5	0.7	nt
C[C@@H]1CN([C@H](C)CO)C(=O)c2cccc(NC(=O)Nc3ccc4c(c3)OCO4)c2O[C@H]1CN(C)C(=O)Nc1ccc2c(c1)OCO2
→ -9[16.7 µM]	37	nt	0	2	-1	1.5	4
c1ccc(C2[C@H]3CN(Cc4cccnc4)[C@H](c4ccccc4)C34CC2(c2ccccc2)C4)cc1 (stereo partly drawn)
→ -7	-1	3	-1	11	8	0.1	-12
CCNC(=O)NC(=O)COC(=O)CCCSc1nc2ccccc2s1
→ -4	4	-1	3	9	nt	nt	nt
Cc1cc(C(=O)Nc2ccc3c(c2)C(=O)N(C)[C@H]2CC[C@@H](CC(=O)N[C@H](C)c4ccccc4)O[C@@H]2CO3)no1
→ 8[16.7 µM]	9	-5	0	-1	4	-0.2	2
CCN1CC2=C(OC(N)=C(C#N)C2c2cccs2)/C(=C\c2cccs2)C1 (stereo not drawn)
→ 2	nt	nt	nt	-4	-14	1.0	10
Cc1ccc(NC(=O)c2ccc3c(c2)OCO3)cc1Cl
→ -3	-7	0	5	-27	nt	nt	nt
COCC(=O)N(C)C[C@@H]1Oc2cc(-c3ccc(OC)cc3)ccc2S(=O)(=O)N([C@H](C)CO)C[C@H]1C
→ -6[16.7 µM]	2	nt	6	13	1	0.9	34
CC(C)(C)NC(=O)CN(C(=O)CCN1CCCc2ccccc21)C(C)(C)C
→ 2	-1	nt	1	-3	-4	0.6	-2
COc1ccc(-n2c(C)c([N+](=O)[O-])c3ccc(O)c(CN4CCCCC4)c32)cc1
→ nt	1	-5	-3	-38	nt	nt	10
CCOC(=O)N1CCN(C(=O)c2c(-c3ccccc3Cl)noc2C)CC1
→ nt	0	4	-6	5	-5	-1.5	nt
CC(Sc1nnc2ccccn12)C(=O)NCc1ccc2c(c1)OCO2 (stereo not drawn)
→ nt	nt	2	nt	nt	-9	-0.3	3
CCOC(=O)c1nnn(-c2nonc2N)c1-c1ccc(Cl)cc1
→ nt	nt	8	nt	nt	-16	-1.8	-6
CCN(CC)S(=O)(=O)c1ccc(OC)c(NC(=O)c2ccc(-n3cncn3)c([N+](=O)[O-])c2)c1
→ -6	-2	0	-5	10	-12	-0.5	5
CC(=O)Nc1ccc(S(=O)(=O)Nc2nc3ccccc3nc2Nc2cccc(S(N)(=O)=O)c2)cc1
→ nt	-1	12	3	nt	14	-2.6	-4
CCOc1ccc(Cc2nnc(SCC(=O)c3ccc(OC)cc3)o2)cc1
→ nt	0	nt	5	?	-13	1.3	-4
O=C(O)COc1ccccc1/C=N/NC(=O)COc1ccc(-c2ccccc2)cc1
→ 2	0	-11	3	-6	5	-0.1	12

# More structures follow.
# Order of results: miR-122 sensor	Cneo AK release	FN deposit inh	PglD inh	C2C12 statin	GSIS activator	CFTR F508del cor	PGC1a acetyl inh
CC(OC(=O)CC1CCCC1)C(=O)Nc1ccc(Cl)cn1 (stereo not drawn)
→ nt	1	10	2	9	31	4.6	nt
Cn1ccc(C(=O)Oc2ccc(C(=O)Nc3ccc(F)cc3F)cc2)n1
→ 5	6	1	4	2	0	-0.4	1
CC1(C(=O)Nc2cccc(OC(F)(F)F)c2)Cc2c(-c3ccc(C(N)=O)cc3)ccnc2O1 (stereo not drawn)
→ 0	2	21	-5	-3	-2	0.3	nt
CNC[C@H]1Oc2c(NC(=O)c3ccc(-c4nccs4)cc3)cccc2C(=O)N([C@@H](C)CO)C[C@@H]1C
→ -2[16.7 µM]	-1	16&-15	2	-6&-3	10	1.0&2.1	-14
COC(=O)c1cc(=O)n(C2CC2)c(=NC2CC2)s1
→ -5	nt	3	nt	8	76*	nt	-1
CC(=O)NC(C)c1nc2ccccc2n1C(C)C (stereo not drawn)
→ nt	-1	-4	5	16	-6	-0.4	nt
Cc1noc(C)c1NC(=O)N(C)C[C@@H]1Oc2ccc(NC(=O)Cc3ccccc3)cc2CC(=O)N([C@H](C)CO)C[C@@H]1C
→ 1[16.7 µM]	-3	-2	3	-16	-1	0.3	-2
Cc1nnc(-c2cnn(C)c2N)n1Cc1ccccc1
→ 0	1	-1	0	1	nt	nt	-7
Cc1c(Br)c([N+](=O)[O-])nn1CC(=O)Nc1sc2c(c1C(=O)OC(C)C)CCCC2
→ -2	1	-11	2	8	46*	nt	5
Cc1cccc(-n2ncc3c2CCCC3NC(=O)C2CCOCC2)c1C (stereo not drawn)
→ -6	3	-2	8	1	8	-0.2	nt
CC(Sc1cccc[n+]1[O-])C(=O)Nc1cc(Cl)c(Cl)cc1Cl (stereo not drawn)
→ -4	-1	0	0	-5	12	4.0	-4
Cc1noc(C)c1NC(=O)N(C)C[C@H]1Oc2ccc(NC(=O)NC3CCCCC3)cc2C(=O)N([C@@H](C)CO)C[C@@H]1C
→ -2[16.7 µM]	1	-2	1	-1	19	-1.6	9
CCOc1ccc(Br)cc1C(=S)N1CCCC1
→ -1	1	-5	-5	9	5	0.0	1
O=C(C[C@H]1C[C@@H]2c3cc(NC(=O)C4CCC4)ccc3O[C@@H]2[C@H](CO)O1)NCCN1CCCCC1
→ -5[16.7 µM]	1	12	1	-5	15	-0.8	-6
CNC(=S)NC1(C)CCS(=O)(=O)C1 (stereo not drawn)
→ 3	13	-5	0	nt	1	-0.7	-6
CC(C)NS(=O)(=O)c1ccc(OCC(=O)NCCC2=CCCCC2)cc1
→ 5	0	nt	-2	6	nt	nt	-12
CCS(=O)(=O)N1CCC(NC(C)=O)(c2ccccc2)CC1
→ -1	3	-8	-2	nt	nt	nt	-1

# Looked up one by one from the list above:
# Order of results: miR-122 sensor	Cneo AK release	FN deposit inh	PglD inh	C2C12 statin	GSIS activator	CFTR F508del cor	PGC1a acetyl inh
CNC[C@H]1Oc2c(NC(=O)c3ccc(-c4nccs4)cc3)cccc2C(=O)N([C@@H](C)CO)C[C@@H]1C
→ -2[16.7 µM]	-1	16&-15	2	-6&-3	10	1.0&2.1	-14
CNC(=S)NC1(C)CCS(=O)(=O)C1 (stereo not drawn)
→ 3	13	-5	0	nt	1	-0.7	-6
